Screening data as filed in PubChem BioAssay.
EBI2 antag: blocks human EBI2 receptor beta-arrestin signaling | EBI2 beta-arrestin recruitment, luminescence, 7a,25-OHC stimulated | AID 651636 | 360,000 tested, 0.81% active | inhibition, % at 5 µM; in the data active = inhibition above about 38%;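 also: enzyme fragment complementation signal reports receptor beta-arrestin coupling in cells; 0% = agonist plus DMSO wells and 100% = wells without agonist; some results beyond the cut were filed as inactive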
APJ antag: APJ receptor antagonism | P35414 | CHO-K1 APJ beta-arrestin complementation, luminescence | inhibition, % at 20 µM | 330,000 tested, 0.32% active | AID 2521;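 active = inhibition above about 40% at 20 µM, limit read from the data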;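 also: cells challenged with 10 nM apelin-13 agonist together with compound; plate controls were apelin-13 plus DMSO wells for no effect and DMSO wells lacking apelin-13 for full effect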
tim23-1 inh: tim23-1 yeast growth inhibition | inhibition, % at 20 µM | AID 463212 | S. cerevisiae tim23-1 growth, BacTiter-Glo luminescence, 24 h | 330,000 tested, 1.3% active;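 active = growth inhibition of the mutant yeast at or above 50%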;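 also: temperature-sensitive mutant grown at 25 °C; plate controls were DMSO-treated mutant yeast for no effect and medium wells lacking yeast for full effect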
UPR XBP1 act: adaptive UPR (XBP1) activation. CHO-XBP1 luciferase reporter, IRE1-XBP1 UPR activation, luminescence; percent of tunicamycin response, DMSO as zero. activation, % at 20 µM. 330,000 tested, 0.33% active. AID 463104;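 active = versus positive control, 20 µM dose yields 30% or more activation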;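 also: 100% = tunicamycin at 10 µg/mL and 0% = DMSO only wells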
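Test system: CHO-XBP1 luciferase reporter cells | Buffer or medium: Serum-containing F12 medium, 10% FBS | Schedule: 6 h compound exposure at 37 °C, 5% CO2 | Detection: Steady-Glo luciferase glow luminescence, 10 min after reagent addition | Read-out basis: Activation, % of tunicamycin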
APJ ag: agonists of human APJ apelin receptor | AID 2520 | CHO-K1 APJ PathHunter beta-arrestin, luminescence; 0% DMSO wells, 100% apelin | activation, % at 20 µM | 330,000 tested, 0.11% active;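 active = activation more than six SD over the plate average, tested at 20 µM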;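 also: 0% = DMSO alone and 100% = apelin-13 at 10 nM; some results filed as inactive read as strong as hits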
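Assay system: CHO-K1 APJ beta-arrestin complementation cell line / Compound: single test compound dose, 20 µM final, 1% DMSO / Times: overnight seeding, 90 min compound at 25 °C, 1 h detection / Technique: beta-gal luminescence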
CXCR6 inh: blocks human CXCR6 beta-arrestin recruitment; 360,000 tested, 0.36% active; inhibition, % at 20 µM; AID 602244; CHO-K1 PathHunter CXCR6 beta-arrestin, luminescence; in the data active = inhibition above about 34%, passing the limit was not always enough;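 also: antagonist mode with CXCL16 agonist at 10 nM final; 0% = 10 nM CXCL16 with DMSO and 100% = unstimulated wells without agonist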
CCR6 antagonist: CCR6 (human) receptor antagonism. CHO-K1 CCR6 PathHunter beta-arrestin, luminescence, CCL20-stimulated. inhibition, % at 20 µM. 340,000 tested, 0.49% active;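 active = compounds whose inhibition of the agonist-driven luminescence signal at 20 µM reaches about 50%, limit read from the data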;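 also: cells stimulated with CCL20 at 14 nM final; plate controls were DMSO with CCL20 for no effect and DMSO without agonist for full effect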
Mdm2 MdmX PPI: inhibitors of human Mdm2/MdmX interaction | SaOS-2 split-luciferase Mdm2/MdmX complementation, luminescence | 330,000 tested, 3% active | O15151+Q00987 | inhibition, % at 8 µM;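 active = inhibition of at least 50% at 8 µM in the primary screen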
Target sequence (O15151 whole entry, looked up): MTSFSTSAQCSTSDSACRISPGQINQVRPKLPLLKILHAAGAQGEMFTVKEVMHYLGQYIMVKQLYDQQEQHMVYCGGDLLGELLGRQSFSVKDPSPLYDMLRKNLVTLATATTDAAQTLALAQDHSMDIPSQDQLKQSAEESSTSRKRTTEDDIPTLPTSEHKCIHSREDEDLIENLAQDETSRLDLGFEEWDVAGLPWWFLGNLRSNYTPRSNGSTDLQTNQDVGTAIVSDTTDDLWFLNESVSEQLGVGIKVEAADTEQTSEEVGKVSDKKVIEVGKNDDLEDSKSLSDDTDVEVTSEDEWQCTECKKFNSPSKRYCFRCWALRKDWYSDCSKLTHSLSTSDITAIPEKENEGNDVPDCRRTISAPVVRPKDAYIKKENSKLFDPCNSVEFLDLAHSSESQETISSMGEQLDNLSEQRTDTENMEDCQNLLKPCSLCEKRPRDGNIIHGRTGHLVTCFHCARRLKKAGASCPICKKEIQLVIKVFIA
Target sequence (Q00987 whole entry, looked up): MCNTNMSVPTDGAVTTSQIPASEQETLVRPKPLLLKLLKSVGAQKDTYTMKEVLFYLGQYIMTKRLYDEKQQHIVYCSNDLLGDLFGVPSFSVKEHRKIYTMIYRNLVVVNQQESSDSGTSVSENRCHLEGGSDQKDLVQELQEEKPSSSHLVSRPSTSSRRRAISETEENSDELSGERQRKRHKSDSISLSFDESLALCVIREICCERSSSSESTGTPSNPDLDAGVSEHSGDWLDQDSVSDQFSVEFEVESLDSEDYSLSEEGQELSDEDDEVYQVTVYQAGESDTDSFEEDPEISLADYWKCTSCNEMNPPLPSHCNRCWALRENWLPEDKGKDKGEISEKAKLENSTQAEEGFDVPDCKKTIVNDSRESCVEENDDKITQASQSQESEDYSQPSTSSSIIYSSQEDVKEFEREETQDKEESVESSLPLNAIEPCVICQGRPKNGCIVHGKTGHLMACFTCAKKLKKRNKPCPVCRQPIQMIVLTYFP
CHOP UPR activ: activators of apoptotic arm of unfolded protein response (CHOP) | 330,000 tested, 0.34% active | activation, % at 10 µM | CHO-CHOP luciferase reporter, UPR activation, luminescence; percent of tunicamycin response over DMSO baseline | AID 449763;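 active = at 10 µM dose, activation of 40% or more, normalized to positive control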;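 also: 100% = tunicamycin at 10 µg/mL and 0% = DMSO alone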
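Assay system: CHO-CHOP cells, stable luciferase reporter of PERK-eIF2a-CHOP signalling / Buffer or medium: F12 plus 10% serum / Compound dosing: one dose, 10 µM in 0.5% DMSO / Times: 6 h compound treatment, 37 °C / Technique: luciferase luminescence / Read-out: % reporter activation, DMSO baseline versus tunicamycin full activation / Benchmarks: tunicamycin and DMSO controls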
* marks the source's active call; other numbers are inactive results; . = not tested or not shown. A portion of the library; count on the stated rates, not on these rows.

compound,EBI2 antag,APJ antag,tim23-1 inh,UPR XBP1 act,APJ ag,CXCR6 inh,CCR6 antagonist,Mdm2 MdmX PPI,CHOP UPR activ
CCOc1ccc2ncc(S(=O)(=O)c3ccccc3)c(N3CCC4(CC3)OCCO4)c2c1,.,4,6,-1,-3,.,.,21,0.1
CN(CC(=O)Nc1ccc(Cl)c(C(F)(F)F)c1)CC(=O)NC1CCCCC1,5,-5,17,-3,-2,-12,13,36,1.7
Cc1noc(C)c1C(=O)NC1CCCc2ccccc21 (stereo unspecified),-8,24,-4,-1,-3,-10,-7,0,-0.2
COc1ccccc1NC(=S)NCCc1ccccc1,-6,4,5,-3,-2,1,-5,9,-0.3
CCOc1cc(C2NC(=O)NC(C)=C2C(=O)OC(C)CC)cc(Br)c1O (stereo unspecified),-2,3,15,-3,-4,14,-2,4,0.2
CCOc1cc(-n2cnnn2)c(OCC)cc1NC(=O)c1cnccn1,5,9,6,4,-2,5,-5,2,0.5
c1ccc2c(NC3=NCCCCS3)cccc2c1,13,10,7,-2,3,-12,-1,-10,-0.4
COc1ccc(CC(=O)N2CCN(S(=O)(=O)c3cccs3)CC2)cc1OC,3,-9,9,0,-4,2,5,18,-0.2
CCOC(=O)c1c(NC(=S)NC(=O)c2cnn(CC)c2)sc2c1CCC(C)C2 (stereo unspecified),46*,14,-3,7,-6,-9,-9,54*,-2.1
COc1ccc(OC)c(NC(=O)CSc2nnc(-c3ccco3)n2-c2ccccc2)c1,12,-19,24,2,-3,4,17,41,1.0
O=C(N/N=C/c1ccco1)C1CC1,-10,-8,8,-1,-2,-2,-1,14,1.7
C#CCOCCOCCOCCNc1nc(N2CCN(C(=O)Cn3cc(CCCCN)nn3)CC2)nc(N2CCN(C(=O)[C@H]([C@@H](C)CC)n3cc(CCCN=C(N)N)nn3)CC2)n1,-11,11,14,-2,0,-7,5,0,0.3

Retrieved by compound from the list above (four):
compound,EBI2 antag,APJ antag,tim23-1 inh,UPR XBP1 act,APJ ag,CXCR6 inh,CCR6 antagonist,Mdm2 MdmX PPI,CHOP UPR activ
COc1ccccc1NC(=S)NCCc1ccccc1,-6,4,5,-3,-2,1,-5,9,-0.3
COc1ccc(CC(=O)N2CCN(S(=O)(=O)c3cccs3)CC2)cc1OC,3,-9,9,0,-4,2,5,18,-0.2
CCOc1cc(-n2cnnn2)c(OCC)cc1NC(=O)c1cnccn1,5,9,6,4,-2,5,-5,2,0.5
O=C(N/N=C/c1ccco1)C1CC1,-10,-8,8,-1,-2,-2,-1,14,1.7

Next structures.
compound,EBI2 antag,APJ antag,tim23-1 inh,UPR XBP1 act,APJ ag,CXCR6 inh,CCR6 antagonist,Mdm2 MdmX PPI,CHOP UPR activ
O=C(CNS(=O)(=O)c1ccc(Br)s1)NCc1ccc2c(c1)OCO2,0,-8,10,-1,-4,2,-2,-6,2.1
COC(=O)c1scc(C)c1N/N=C(\C)c1cc(F)c(Cl)cc1F,14,-1,-2,0,-4,-4,-1,16,-2.2
Cc1cc(C)c(C)c(S(=O)(=O)NCCCN2CCCC2=O)c1C,1,10,-11,0,-3,-5,5,-1,-1.0
O=C1N[C@H](Cc2ccccc2)COC(=O)[C@H](Cc2ccc(F)cc2)CC/C=C/C[C@H]1CC(=O)N(CCO)Cc1ccccc1,-9,14,11,-1,-4,41*,30,30,0.4
COC(CNc1ncnc2c1cnn2C)OC,-6,-3,6,-1,0,0,-3,-9,-0.9
O=C(Nc1nc(-c2ccc3c(c2)OCCO3)cs1)C1CCCC1,4,-20,32,1,-8,-10,21,-271,5.9
c1cncc(-c2nc3cc4ccccc4cc3[nH]2)c1,5,-12,47,0,10,-17,3,-178,-0.7
NCCNCCNCCN,2,-1,7,-5,3,2,4,-17,-1.1
Cc1ccnc(NC(=O)CCC(=O)N(CC(=O)NC2CCCCC2)c2ccc3c(c2)OCO3)c1,-7,17,8,-5,-6,-2,7,27,-1.9
CCc1ccc(NC(=O)c2ccc(C3SCC(=O)N3CCc3ccccc3)cc2)cc1 (stereo unspecified),14,62*,32,1,2,-6,5,41,3.1
Cc1nn(CC(=O)NCc2ccc(OC(C)C)cc2)c(=O)c2cc3occc3n12,.,8,-3,0,-4,.,.,13,-2.6
CCC(c1nnnn1Cc1ccccc1)N1CCN(c2ccccc2)CC1 (stereo unspecified),-5,24,13,0,0,-2,16,6,-0.4
Cc1ccc(C2=CSC3=NCCN23)c(C)c1,0,13,3,4,-4,-7,-4,23,-3.7
CC1CCC2(CC1)NC(=O)N(CC(=O)N1CCN(C(=O)c3cccs3)CC1)C2=O (stereo unspecified),1,10,2,-3,-5,-4,7,2,-1.9
CN(C(=O)c1c[nH]c(=O)cc1C(F)(F)F)c1ccc(Cl)cc1,-2,-27,11,-1,2,1,0,27,-0.6
OC(CC#CCN1CCCCC1)(c1ccccc1)c1ccccc1,-1,-10,6,-5,-3,13,9,2,0.8
CCOCC(=O)Nc1nnc(COC)s1,-9,7,-1,2,-2,0,0,34,0.2
CCOCCCNC(=O)N[C@@H](C)C(=O)OC,0,6,5,0,-4,0,0,18,-0.6
CC(C)c1nnc(NC(=O)Cn2nc(-c3ccc4c(c3)OCCO4)ccc2=O)s1,-1,15,-23,-1,-4,-3,13,10,0.9
Cn1c(=O)oc2cc(S(=O)(=O)NCc3ccc(F)cc3)ccc21,4,1,11,-2,11,-8,-3,31,3.4
COc1ccc(NC(=O)CCn2c(=O)c3cccn3c3ccccc32)cc1,2,-24,28,-1,1,3,7,-9,-0.7
CC(=O)c1cccc(NC(=O)c2noc3c2CCc2ccccc2-3)c1,14,-13,-7,0,-6,-14,13,-103,3.4
Cn1nc(C(F)(F)F)c(-c2ccccc2)c1NC(=O)c1ccco1,-11,-17,7,-1,-6,9,6,-2,3.8
COc1ccc(C)cc1S(=O)(=O)NC(C)C(=O)Nc1ccc2c(c1)OCO2 (stereo unspecified),-13,0,-6,-1,-3,-4,14,22,0.1
CCC(CO)Nc1ncnc2onc(-c3ccc(F)cc3)c12 (stereo unspecified),-11,-3,3,1,-3,2,7,16,-0.4
CNC(=O)c1cc(Cl)c(OC)c(OC)c1,0,15,-5,0,-2,1,-4,-1,0.5
CCN(CC(=O)Nc1ccccc1OC)C(=O)CN1C(=O)NC2(CCCC2)C1=O,-2,-13,-13,-1,5,-12,7,12,1.7
CN(C)c1cccc(C(=O)NCCCSc2ccccc2)c1,4,17,22,0,1,-3,9,-2,-0.1
CC(C)CC1NC(=O)c2ccc(Cl)cc2-n2c1nc1ccc(Cl)cc1c2=O (stereo unspecified),.,12,12,-2,-2,.,.,4,4.4
Cc1c(Cl)cccc1N1C(=O)C(N2C(=O)c3cccc([N+](=O)[O-])c3C2=O)C1c1cccs1 (stereo unspecified),48*,-9,12,-1,0,-6,-37,-14,0.8
O=C(NCc1ccc2c(c1)OCO2)c1cc(-c2ccccc2Cl)on1,-1,-1,44,-1,-3,-4,19,5,-2.3
O=C(NCc1ccccc1)c1ccc(CS(=O)(=O)Cc2ccc(F)cc2)o1,5,-7,-11,-6,1,3,14,12,1.5
COc1cccc(CNC(=O)C2CCC(CNS(=O)(=O)c3cccc4nsnc34)CC2)c1 (stereo unspecified),3,20,19,-3,-4,0,3,15,-0.6
N=C(N)Sc1nc(N2CCCCC2)nc(N2CCCCC2)n1,-9,-7,4,0,-2,-10,12,3,-0.6
CCn1c2ccc(C)cc2c2nnc(NN)nc21,8,11,13,20,2,2,17,11,1.2
Cc1cc2occ(CC(=O)NCc3cccs3)c2cc1C(C)C,3,-5,22,-2,-1,-11,3,8,-0.1
Cc1nc(N2CCC(C)CC2)c2c(C)c(C(=O)Nc3cccc(C(F)(F)F)c3)sc2n1,19,15,16,-4,2,0,-20,19,-2.2
CC(SCc1cc(=O)n2c([nH]c3ccccc32)c1C#N)C(=O)O (stereo unspecified),3,13,8,-1,0,-8,5,-25,0.0
Cc1nc2ccccn2c1C(=O)N/N=C/c1ccccc1Cl,1,6,46,-2,-5,-7,3,14,2.1
CC(C)=NOCC(=O)Nn1c(COc2c(C)cccc2C)nc2ccccc2c1=O,-12,-5,31,0,-1,-1,13,-2,0.8
O=C1Nc2ccccc2C(O)(C(=O)NCc2ccco2)N1c1ccccc1 (stereo unspecified),0,-8,4,-1,-3,0,8,6,-1.9
COc1ccc(-c2nn(-c3ccccc3)cc2/C=C(\C#N)C(N)=O)cc1[N+](=O)[O-],3,-18,15,-2,2,0,16,-6,-1.4
CCc1ccc(NC(=O)C(C)OC(=O)c2ccc(-n3cnnn3)cc2)cc1 (stereo unspecified),-19,-3,11,3,8,6,14,-1,-0.8
COc1ccc(-c2c(-c3ccsc3)oc3ccc(N4CCOCC4)cc23)cn1,4,5,9,2,5,3,-3,9,0.4
CSCCC1NC(=S)N(Cc2ccccc2)C1=O (stereo unspecified),2,19,17,0,-10,14,34,-15,0.3
